Screening results (PubChem)
AmpC inh detg: AmpC beta-lactamase inhibition with detergent present; AmpC hydrolysis of nitrocefin, absorbance 480 nm, 0.01% Triton; hit rate 0.041% among 370,000; P00811; Potency, µM (titrated, usually from 114 µM), without a hit: top-dose activity change, negative = inhibition, most hits filed as inhibitors; AID 485294;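 note: potency is the fitted concentration of half-maximal effect; 0% = no-compound wells and -100% = no-enzyme wells; nearly all actives have a fitted effect of over 25% in size; some results filed as inactive show a strong effect at the top dose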
Target sequence (P00811 whole entry, looked up): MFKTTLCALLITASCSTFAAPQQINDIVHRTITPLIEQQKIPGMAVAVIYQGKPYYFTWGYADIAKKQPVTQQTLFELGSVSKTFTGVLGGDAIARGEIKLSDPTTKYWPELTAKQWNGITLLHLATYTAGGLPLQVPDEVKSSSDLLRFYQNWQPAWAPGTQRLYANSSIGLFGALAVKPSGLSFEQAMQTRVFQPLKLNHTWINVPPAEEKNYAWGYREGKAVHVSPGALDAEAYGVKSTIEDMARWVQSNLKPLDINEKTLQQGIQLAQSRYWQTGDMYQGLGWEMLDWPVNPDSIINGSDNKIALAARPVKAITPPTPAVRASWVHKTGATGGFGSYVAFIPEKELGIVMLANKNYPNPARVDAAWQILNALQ
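20 mM phosphate pH 7.0 + 0.01% (detergent screen) or 0.0001% Triton X-100; 5.3 nM AmpC reagent; cpd preinc 15 min RT; nitrocefin (800 uM stock) to start; A480 q20 s × 4 min; Activity was normalised to no-enzyme and no-compound control wells.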
HCMV inh: inhibitors of human cytomegalovirus | AID 1259415 | hit rate 4.5% among 410,000 | HFF cells, HCMV-luciferase reporter, 72 h; active compounds read low | activity change, negative = inhibition, % at 57.5 µM; in the data active = activity change below about -60%; inconclusive = no clear call, values can overlap the other calls; inactive = above about -39%
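Human foreskin fibroblasts infected with luciferase-reporter HCMV at MOI 1 PFU/cell, compounds at two doses. Luciferase measured 72 h post infection; normalized to buffer-only basal and Salinomycin (10uM) controls.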
Giardia FBPA inh: blocks Giardia fructose-bisphosphate aldolase activity | A8B2U2 | purified Giardia FBPA | Potency, µM (top dose mostly 59.6 µM), inactives show at the top dose activity, negative = inhibition, hits mostly inhibitors | hit rate 0.71% among 290,000 | AID 2451; note: potency is the fitted concentration of half-maximal effect; nearly all actives have a fitted effect of over 55% in size
Target sequence (A8B2U2 whole entry, looked up): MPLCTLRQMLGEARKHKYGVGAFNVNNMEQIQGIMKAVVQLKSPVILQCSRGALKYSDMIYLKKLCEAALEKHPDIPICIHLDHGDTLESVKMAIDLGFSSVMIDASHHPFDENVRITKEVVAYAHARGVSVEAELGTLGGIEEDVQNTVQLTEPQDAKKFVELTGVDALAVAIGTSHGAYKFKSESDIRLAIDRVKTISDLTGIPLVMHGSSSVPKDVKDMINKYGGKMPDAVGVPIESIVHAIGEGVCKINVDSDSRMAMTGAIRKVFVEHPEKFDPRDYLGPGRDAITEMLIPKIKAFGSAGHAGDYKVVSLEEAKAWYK
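Giardia FBPA (40 nM reagent) was preincubated 10 min at RT with compound (up to 57.5 uM final), then substrate plus GAPDH/TPI/NAD/arsenate coupling system with diaphorase/resazurin was added; resorufin fluorescence (525/598 nm) was read after 20 min.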
Sm TGR block: inhibitors of Schistosoma mansoni thioredoxin glutathione reductase; Q962Y6; purified TGR, DTNB reduction, TNB absorbance 405 nm; Potency, µM (titrated, usually from 114 µM), without a hit: at the top dose activity change, negative = inhibition, hits mostly inhibitors; hit rate 3% among 360,000; AID 485364; note: potency is the fitted concentration of half-maximal effect; nearly all actives have a fitted effect of over 60% in size
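First, TGR (20 nM dispensed) and NADPH were mixed with compound. Second, a 15 min room-temperature incubation followed. Third, further NADPH and then DTNB were added to start the reaction. Finally, TNB absorbance was monitored kinetically.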
AmpC inh no detg: inhibitors of E. coli AmpC beta-lactamase without detergent | P00811 | AmpC nitrocefin hydrolysis, absorbance 480 nm, 0.0001% Triton | Potency, µM (series often up to 57.1 µM), for inactives: at the highest dose activity change, negative = inhibition, hits mostly inhibitors | hit rate 0.52% among 330,000;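 note: potency is the fitted concentration of half-maximal effect; plate controls were no compound for no effect and no enzyme for full effect; nearly all actives have a fitted effect of over 20% in size; some results filed as inactive show a strong effect at the top dose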
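20 mM phosphate pH 7.0 + 0.01% (detergent screen) or 0.0001% Triton X-100; 5.3 nM AmpC reagent; cpd preinc 15 min RT; nitrocefin (800 uM stock) to start; A480 q20 s × 4 min; Activity was normalised to no-enzyme and no-compound control wells.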
AMA1-RON2 inh: AMA1-RON2 (P. falciparum) interaction inhibition | hit rate 0.2% among 360,000 | AlphaScreen AMA1-biotinylated RON2 peptide binding | Potency, µM (doses to about 58.2 µM), inactives show at the top dose activity change, negative = inhibition, usual class: inhibitors | AID 720542;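 note: potency is the fitted concentration of half-maximal effect; 0% = vehicle wells and -100% = peptide control; nearly all actives have a fitted effect of over 45% in size; some results filed as inactive show a strong effect at the top dose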
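AMA1 (3D7) with his tag at 25 nM final met compounds first, then biotinylated RON2 peptide at 25 nM; detection used donor plus acceptor beads, 10 µg/mL apiece, read by AlphaScreen after 30 min at room temperature.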
Active calls of the source: *; ? = inconclusive; · = not tested or not shown; & = joins results of further samples; [ ] = dose if it differs, or a comment. Unless noted, calls come from the whole dose curve; as a rule, active = well fitted curve in the direction sought with a large enough effect; inconclusive = small, poorly fitted or top-dose-only effect, or another doubt; inactive = no such curve, though single readings can be large; an effect the other way counts as inactive or inconclusive. Unless noted, % is set by controls: 0 for no effect and ±100 for the full control effect.

The opening 3 records, ahead of the listing:
SMILES	AmpC inh detg	HCMV inh	Giardia FBPA inh	Sm TGR block	AmpC inh no detg	AMA1-RON2 inh
O=C(c1cc(COc2ccc(F)cc2Cl)on1)N1CCc2sccc2C1	-1%	0	·	-8%	-9%	11%
Cc1ccc(/C=N/NC(=O)CNC(=O)COc2ccc(Cl)cc2)o1	-2%	-6	-2%	1%	-27%	3%
CCC(C(=O)NCCCN1CCN(C)CC1)n1nc(C)n2c(cc3occc32)c1=O (centres undefined)	3%	0	-3%	?	5%	-2%

Main list, previewed entries included:
SMILES	AmpC inh detg	HCMV inh	Giardia FBPA inh	Sm TGR block	AmpC inh no detg	AMA1-RON2 inh
O=C(c1cc(COc2ccc(F)cc2Cl)on1)N1CCc2sccc2C1	-1%	0	·	-8%	-9%	11%
Cc1ccc(/C=N/NC(=O)CNC(=O)COc2ccc(Cl)cc2)o1	-2%	-6	-2%	1%	-27%	3%
CCC(C(=O)NCCCN1CCN(C)CC1)n1nc(C)n2c(cc3occc32)c1=O (centres undefined)	3%	0	-3%	?	5%	-2%
COc1cccc(CNCc2cccc(Br)c2)c1OC	-14%	-33	?	?	-14%[11.4 µM]	-3%
CSCC[C@H](NC(=O)COc1ccc(Cl)cc1)C(=O)N1CCC2(CC1)NCCc1[nH]cnc12	-3%	-13	?	-22%	27%	2%
C[C@@H]1CN(C(=O)c2cc(COc3cccc(C(F)(F)F)c3)on2)C[C@H](C)O1	-5%	116	·	-8%	32%	-14%
CS(=O)(=O)N(Cc1ccccc1)c1ccc(C(=O)N2CCN(c3cccc(Cl)c3)CC2)cc1	-8%	-29	2%	-7%	116%[activator]	-2%
CCOc1ccc(N(CC(=O)Nc2cccc(OC)c2)S(=O)(=O)c2c(C)noc2C)cc1	?	-62*	-12%	7%	18µM*	-4%
NC(=O)Cc1ccc2sc(-c3ccccc3)nc2c1	0%	-17	3%	-5%	33%	-13%
O=C1NC(=O)C(=Cc2ccc(-c3ccc(Cl)cc3)o2)C(=O)N1	-3%	·	3%	?	-21%	6%
Cc1ccccc1C(=O)Nn1cnc2ccccc2c1=O	-2%	43	5%	-14%	-8%	8%
COc1cc(CC(=O)OCC(=O)NCc2ccco2)cc(OC)c1OC	·	-12	·	·	-13%	-1%
Cc1cccc(N(C)C(=O)c2cc(S(=O)(=O)N3CCCC3)cn2C)c1	-13%&-6%	64&-33	13%	-17%&7%	-3%	-1%
C=CCN(C(=O)CC(NC(C)=O)c1ccccc1)c1nc(-c2ccc(S(C)(=O)=O)cc2)cs1 (centres undefined)	-5%	92	-8%	-8%	114%[activator]	10%
O=C(Nc1cc(C(F)(F)F)ccc1N1CCOCC1)c1ccc(Cl)nc1	1%	-9	0%	-1%	16%	-10%
O=C(O)[C@@H]1CC(O)CN1C(=O)CCc1c[nH]c2ccccc12 (some centres undefined)	3%	92	-6%	0%	-22%	2%
N#C/C(=C\c1cccnc1)c1ccccn1	0%	-30	4%	-12%	-16%	6%
C=CCN(CC(=O)O)S(=O)(=O)c1ccccc1C(F)(F)F	-1%	16	6%	7%	-11%	-8%
N#C/C(=N\Nc1ccccc1F)C(=N)N1CCCCC1	0%	174	-28%	1%	-12%	8%
C/C=C/c1ccc(OCCSc2nc(C)cc(=O)[nH]2)c(OC)c1	?	72	-4%	-5%	-9%	-9%
O=C1N(CC(=O)N2CCc3ccccc32)CCN1Cc1ccccc1Cl	-3%	43	0%	0%	0%	-4%
O=C(COC(=O)CCCN=C1NS(=O)(=O)c2ccccc21)NNC(=O)c1ccccc1	?	-7	·	0%	-27%	7%
CCOC(=O)c1cc(-c2ccc(C)cc2)n(CCC(=O)Nc2cc(Cl)ccc2C)c1C	-10%	7	·	0%	·	·
S=c1[nH]nc(COc2cccc3ccccc23)n1Cc1ccccc1	4%	-36	6%	-10%	-46%	72%[activator]
C(=C\c1nc(-c2cccnc2)no1)/c1ccccc1	1%	14	?	-15%	-43%	22%
CCOC(=O)/C=C1\SCC(=O)N1CC(=O)NC1CCCCC1	-13%	15	1%	1%[11.4 µM]	-27%	6%
COc1cccc(CNc2cc(C)nc3nc(-c4ccc(C)cc4)nn23)c1	0%	48	·	?	·	·
Nc1cc(=O)nc(SCC(=O)N2CCN(c3ccccc3)CC2)n1-c1ccc(F)cc1	-11%	·	-5%	-1%	34%	0%
O=C(NCc1cccs1)C1CC1	?	14	3%	-8%	0%[2.29 µM]	-12%
Cc1ccc(CNC(=O)CSc2nccn(-c3ccc(C)c(F)c3)c2=O)cc1	-2%	-12	·	-19%	-12%	8%
COc1ccc(NC(=O)CSc2ccc3ccccc3c2)cc1S(=O)(=O)N1CCCCC1	-9%	-82*	0%	1%	-18%	2%
CCCc1c(C)c(C#N)c2nc3ccccc3n2c1NCCCN1CCOCC1	5%	-18	1%	0%	-7%	5%
CCOC(=O)C1CCCN(CC(=O)Nc2c(C(=O)OC)[nH]c3ccc(C)cc23)C1 (centres undefined)	?	48	-1%	0%	42%	-3%
O=C(O)c1ccc2c(c1)CCC2	3%	-35	1%	9%	-19%	-6%
CN(C)c1ccc(CNC(=O)Cc2ccc(NC(=O)N3CCCCc4ccccc43)cc2)cc1	18%	31	·	0%	·	·
COC(=O)c1cccc(NC(=O)CCCOc2cccc(C)c2)c1	-8%	38	4%	0%	-24%	18%
O=C(COC(=O)c1ccc([N+](=O)[O-])cc1Cl)NCc1ccco1	1%	-34	·	?	-18%	-8%
CCOC(=O)N1CCN(C(=O)CN(c2ccc(OC)c(OC)c2)S(C)(=O)=O)CC1	1%	9	4%	-27%	-11%	18%
CN(Cc1ccccc1)S(=O)(=O)c1ccc(Cl)c(C(=O)O)c1	0%	2	18%	-1%	-12%	3%
O=C(CCCSc1nc2ccccc2[nH]1)NCc1ccco1	-3%	32	4%	2%	-4%	4%
COc1cccc(NC(=O)CN(C)C(=O)C2CCN(C(=O)c3ccccc3C)CC2)c1	-15%	-11	·	0%	4%	32%[activator]
O=C(COC(=O)Cn1cnc2ccccc21)Nc1ccc2c(c1)OCCO2	?	-11	-4%	?	-5%	1%
c1ccc2c(NCCCN3CCOCC3)c3ccccc3nc2c1	5%	-102*	-1%	2%	-19%	·
COC(=O)c1onc(-c2c(OC)cc(OC)cc2OC)c1C(=O)OC	?	43	-4%	5%	-1%	-23%
COc1ccc(N2CCN(C(=O)CCc3ccc(S(=O)(=O)NC(C)C)cc3)CC2)cc1	0%	-24	0%	-18%	-11%	7%
CCOc1ccc(CNC(=O)c2cnc3sc(N4CCOCC4)nn3c2=O)cc1	10%	-30	·	3%	·	·
Cc1ccc2[nH]c(=O)c(CNC(C)(C)C)cc2c1	-3%	-2	?	-4%	-25%	-5%
CC1=C(C)CC(C(=O)NCCCN2CCCC2=O)C(C(=O)O)C1 (centres undefined)	-6%	67	·	-16%	-19%	-11%
Cc1cccc(Nc2ncnc3c2cnn3C)c1C	-4%	-26	·	0%	·	·
COc1cc(S(=O)(=O)NC2CCCC2)ccc1F	-13%	26	3%	2%	-3%	2%
COc1ccc(CN2CCN(Cc3ccc(C)cc3)C(CCO)C2)cc1OC (centres undefined)	4%	-18	0%	0%	39%	1%
CC(C)Cn1c(N2CCN(C(=O)/C=C/c3ccccc3)CC2)nc2ccccc21	1%	-36	-2%	0%	51%	-6%
N#CCc1nn(-c2ccc(F)cc2)c(N)c1C#N	-11%	-61*	-1%	-9%	-40%[11.4 µM]	35%[activator]
COC(=O)c1c(NC(=O)C2CCCO2)sc2c1CCC2 (centres undefined)	-7%	-37	4%	-19%	26%	-8%
O=C(Nc1ccc(N2CCOCC2)cc1)C1CCN(S(=O)(=O)c2ccc3c(c2)OCCO3)CC1	-5%	97	3%	2%	7%	9%
COc1cccc(CC(=O)Nc2ncc(C)s2)c1	-1%	6	8%	-7%	-17%	-2%
CC(Sc1oc(-c2cccs2)nc1S(=O)(=O)c1ccccc1)c1ccccc1 (centres undefined)	11%	-9	·	-7%	·	·
C[n+]1cn(CC(O)COCc2ccccc2)c2ccccc21 (centres undefined)	-9%	-1	2%	4%	-5%	-1%
COc1ccc2sc(-c3ccccc3OC)c(-c3ccc(OCCN4CCCC4)cc3)c2c1	·	-23	·	·	135%[activator]	?
COc1ccc(N=C2CCCN2CC(N)=O)cc1	?	10	4%	7%	-8%	1%

4 compounds from above with just Sm TGR block, AmpC inh no detg and HCMV inh:
| molecule | Sm TGR block | AmpC inh no detg | HCMV inh |
| --- | --- | --- | --- |
| N#CCc1nn(-c2ccc(F)cc2)c(N)c1C#N | -9% | -40%[11.4 µM] | -61* |
| COC(=O)c1c(NC(=O)C2CCCO2)sc2c1CCC2 (centres undefined) | -19% | 26% | -37 |
| O=C(Nc1ccc(N2CCOCC2)cc1)C1CCN(S(=O)(=O)c2ccc3c(c2)OCCO3)CC1 | 2% | 7% | 97 |
| COc1cccc(CC(=O)Nc2ncc(C)s2)c1 | -7% | -17% | 6 |

4 compounds picked at random from those above:
SMILES	AmpC inh detg	HCMV inh	Giardia FBPA inh	Sm TGR block	AmpC inh no detg	AMA1-RON2 inh
CS(=O)(=O)N(Cc1ccccc1)c1ccc(C(=O)N2CCN(c3cccc(Cl)c3)CC2)cc1	-8%	-29	2%	-7%	116%[activator]	-2%
CCOC(=O)N1CCN(C(=O)CN(c2ccc(OC)c(OC)c2)S(C)(=O)=O)CC1	1%	9	4%	-27%	-11%	18%
COc1cccc(CC(=O)Nc2ncc(C)s2)c1	-1%	6	8%	-7%	-17%	-2%
CN(Cc1ccccc1)S(=O)(=O)c1ccc(Cl)c(C(=O)O)c1	0%	2	18%	-1%	-12%	3%
